Screens (PubChem)
NadD block: blocks S. aureus nicotinate mononucleotide adenylyltransferase; purified NadD enzyme, colorimetric absorbance read-out; inhibition, % at 20 µM; 0.78% of 360,000 active; AID 602399; in the data active means inhibition above about 26%; further: some compounds past the cut are filed as inactive
Tb MetRS inh: Trypanosoma brucei MetRS inhibition; purified T. brucei MetRS, ATP depletion, Kinase-Glo luminescence; inhibition, % at 11.9 µM; 0.4% of 360,000 active; AID 624268;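 active means inhibition above a per-plate cutoff of the control wells' mean inhibition plus 3 SD, cut at about 5.5% in these data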;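 further: 0% = DMSO wells median and 100% = median of wells with control inhibitor compound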
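Dosing: 11.9 µM compound single dose, 0.9% DMSO; Assay system: purified T. brucei MetRS enzyme; Measured by: Kinase-Glo luciferase luminescence reporting remaining unconsumed ATP; Schedule: 15 min plus 2 h at 25 °C.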
Scp1 inh: blocks human Scp-1 phosphatase activity; Recombinant Scp1, phosphopeptide, malachite green phosphate absorbance; inhibition, % at 20 µM; 0.88% of 340,000 active; AID 493091;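 active means inhibition above about 50% at 20 µM, limit read from the data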;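 further: plate controls were DMSO wells with enzyme for no effect and wells lacking enzyme for full effect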
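assay system = SCP-1 phosphatase catalytic domain, residues 76-261 | buffer or medium = 50 mM Tris acetate pH 5.5, 0.005% Tween-20, 10 mM MgCl2 | incubation = enzyme reaction 45 min at room temperature, colour 5 min, stabilisation 30 min | signal = Phosphate-binding colour reagent, absorbance read at 630 nm | measure = % inhibition at 20 µM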
STEP block: STEP (human) phosphatase inhibition; 0.25% of 360,000 active; AID 588621; inhibition, % at 20 µM; recombinant STEP, OMFP fluorogenic substrate, fluorescence;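 active means inhibition at 20 µM, scaled per plate between control wells, above about 37%, limit read from the data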;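 further: 0% = DMSO with enzyme and substrate and 100% = substrate only without enzyme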
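Measure: Control-normalized % inhibition with plate pattern correction | Test system: STEP phosphatase, cell-free reaction | Medium: pH 6.0 Bis-Tris with DTT and Tween 20 | Technique: Fluorescence, 480/540 nm | Times: Reaction 20 min, ambient temperature | Doses: Single compound dose of 20 µM, 1% DMSO final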
LMPTP inh: LMPTP (human) inhibition; P24666; recombinant LMPTP-A, OMFP fluorogenic substrate, fluorescence intensity; inhibition, % at 20 µM; 0.22% of 360,000 active; AID 651560;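 active means compounds that cut the enzyme signal by at least half of the control window in the single-dose screen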;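 further: plate controls were DMSO wells with enzyme plus substrate for no effect and substrate without enzyme for full effect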
Target sequence (P24666 whole entry, looked up): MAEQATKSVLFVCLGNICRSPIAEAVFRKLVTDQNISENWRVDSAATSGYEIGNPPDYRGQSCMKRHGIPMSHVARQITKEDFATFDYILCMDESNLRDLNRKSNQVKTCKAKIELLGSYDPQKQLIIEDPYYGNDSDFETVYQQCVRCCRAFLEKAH
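Material: LMPTP-A; amount: 0.625 nM enzyme; doses: single 20 µM dose; times: reaction 50 min, room temperature, dark; technique: fluorescence intensity of OMFP turnover product; benchmarks: no-enzyme and uninhibited controls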
Neddyl block: cullin neddylation inhibition | calls only at 25 µM | 0.58% of 360,000 active | TR-FRET cullin neddylation, biochemical | AID 651699; in the data active means inhibition above about 36%
DNMT1 block: inhibitors of human DNMT1; inhibition (reported as % activation of signal), % at 10 µM; 0.83% of 360,000 active; P26358; DNMT1 molecular beacon, Hinp1I cleavage, fluorescence; in the data active means inhibition above about 50%
CendR NRP1 mod: alters CendR peptide binding to human NRP-1; FAM-RPARPAR peptide binding to NRP-1, fluorescence polarization; inhibition, % at 25 µM; 0.85% of 360,000 active;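 active means inhibition or corrected inhibition above about 18%, plus a signal ratio from 0.5 to 1.5, limit read from the data, passing the limit was not always enough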; further: strong numbers were not always called active
Target sequence (O14786 whole entry, looked up): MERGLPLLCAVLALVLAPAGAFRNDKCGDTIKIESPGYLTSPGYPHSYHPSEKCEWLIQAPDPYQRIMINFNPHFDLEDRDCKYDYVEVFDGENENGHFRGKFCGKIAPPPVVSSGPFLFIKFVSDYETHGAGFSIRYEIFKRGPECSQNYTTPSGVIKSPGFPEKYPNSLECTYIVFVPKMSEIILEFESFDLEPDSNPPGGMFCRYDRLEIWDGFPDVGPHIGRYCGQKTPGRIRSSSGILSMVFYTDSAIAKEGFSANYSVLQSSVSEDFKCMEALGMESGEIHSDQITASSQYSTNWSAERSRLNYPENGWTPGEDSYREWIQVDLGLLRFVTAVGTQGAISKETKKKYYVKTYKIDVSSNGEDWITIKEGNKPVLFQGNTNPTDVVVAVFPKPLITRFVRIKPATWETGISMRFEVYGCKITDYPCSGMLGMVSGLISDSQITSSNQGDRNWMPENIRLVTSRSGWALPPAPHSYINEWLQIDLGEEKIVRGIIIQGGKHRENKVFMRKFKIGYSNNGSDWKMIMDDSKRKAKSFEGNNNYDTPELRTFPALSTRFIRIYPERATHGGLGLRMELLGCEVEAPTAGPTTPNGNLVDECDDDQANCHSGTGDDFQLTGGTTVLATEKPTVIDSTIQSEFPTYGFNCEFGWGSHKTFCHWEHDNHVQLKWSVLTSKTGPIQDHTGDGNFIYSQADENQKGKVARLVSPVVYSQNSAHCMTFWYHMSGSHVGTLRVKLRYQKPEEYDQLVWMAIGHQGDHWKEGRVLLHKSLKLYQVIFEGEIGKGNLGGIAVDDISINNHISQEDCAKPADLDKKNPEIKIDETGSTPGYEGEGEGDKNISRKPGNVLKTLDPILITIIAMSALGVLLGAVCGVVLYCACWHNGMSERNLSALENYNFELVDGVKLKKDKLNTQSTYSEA
SKN-1 block: blocks SKN-1 activity in C. elegans | C. elegans VP596 Pgst-4::GFP/RFP ratio, acrylamide-induced, 24 h | inhibition, % at 21.8 µM | 0.49% of 360,000 active | AID 624304;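 active means interference check ratio from 0.5 to 1.5 plus GFP to RFP signal ratio inhibition reaching or exceeding a fixed threshold, cut at about 30% in these data, passing the limit was not always enough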; further: some compounds called inactive have numbers as strong as hits
SUMO1-SIM PPI: modulators of human SUMO1-mediated protein-protein interactions. P63165. SUMO1 binding to a labelled peptide, TR-FRET, 1 h. inhibition, % at 20 µM. 0.33% of 360,000 active. AID 602429; in the data active means inhibition above about 37%
The depositor's hits bear a star.

What do the screens show for `Cc1cccc(N2CCN(CC(=O)NCc3ccccc3)CC2)c1C`?
NadD block: -4; Tb MetRS inh: 0.4; Scp1 inh: 3; STEP block: 1; LMPTP inh: -1.2; Neddyl block: inactive; DNMT1 block: 3; CendR NRP1 mod: 5; SKN-1 block: -17; SUMO1-SIM PPI: 1

How did COc1ccc(-n2c(=O)c3ccccc3n(CC(=O)Nc3cccc(OC)c3)c2=O)cc1 do in these assays?
NadD block: -4; Tb MetRS inh: -0.4; Scp1 inh: -5; STEP block: -2; LMPTP inh: 0.2; Neddyl block: inactive; DNMT1 block: -1; CendR NRP1 mod: 5; SKN-1 block: -8; SUMO1-SIM PPI: -2

Results for CC(C)[C@@H](NC(=O)C1CCN(C(=O)[C@@H]2CCCN2C(=O)OC(C)(C)C)CC1)C(=O)NCc1ccc(F)cc1 ?
NadD block: -1; Tb MetRS inh: -2.9; Scp1 inh: -1; STEP block: -1; LMPTP inh: 0.9; Neddyl block: inactive; DNMT1 block: 0; CendR NRP1 mod: -3; SKN-1 block: -1; SUMO1-SIM PPI: 2

What do the screens show for `O=c1oc(-c2cc3ccccc3o2)nc2sc3c(c12)CCCC3`?
NadD block: 0; Tb MetRS inh: -0.8; Scp1 inh: -9; STEP block: 0; LMPTP inh: -0.1; Neddyl block: inactive; DNMT1 block: 2; CendR NRP1 mod: 8; SKN-1 block: 7; SUMO1-SIM PPI: -1

Results for COc1ccccc1NS(=O)(=O)N(C)C ?
NadD block: -2; Tb MetRS inh: -0.3; Scp1 inh: -3; STEP block: 0; LMPTP inh: -0.5; Neddyl block: inactive; DNMT1 block: 3; CendR NRP1 mod: 5; SKN-1 block: -21; SUMO1-SIM PPI: 2

How did CCOc1ccc(C(=O)Nc2cc(C)on2)cc1 do in these assays?
NadD block: -10; Tb MetRS inh: -0.3; Scp1 inh: -4; STEP block: -5; LMPTP inh: -1.7; Neddyl block: inactive; DNMT1 block: 1; CendR NRP1 mod: -3; SKN-1 block: 4; SUMO1-SIM PPI: -2

Results for Cc1cc(C(=O)COc2cccnc2[N+](=O)[O-])c(C)n1Cc1cccs1 ?
NadD block: -8; Tb MetRS inh: -0.1; Scp1 inh: 6; STEP block: 1; LMPTP inh: 1.2; Neddyl block: inactive; DNMT1 block: -4; CendR NRP1 mod: -16; SKN-1 block: -2; SUMO1-SIM PPI: -12

What do the screens show for `Cc1cccc(NC(=O)CNC(=O)COC(=O)c2ccc(C(C)(C)C)cc2)c1C`?
NadD block: 1; Tb MetRS inh: -0.3; Scp1 inh: -4; STEP block: 0; LMPTP inh: 0.6; Neddyl block: inactive; DNMT1 block: -10; CendR NRP1 mod: 4; SKN-1 block: 3; SUMO1-SIM PPI: -1

What do the screens show for `O=C(Nc1nc(-c2ccncc2)cs1)c1ccco1`?
NadD block: 16; Tb MetRS inh: -0.8; Scp1 inh: 0; STEP block: 6; LMPTP inh: 22; Neddyl block: inactive; DNMT1 block: -2; CendR NRP1 mod: -11; SKN-1 block: -1; SUMO1-SIM PPI: 3

What do the screens show for `O=C(Oc1ccc2ccccc2c1)c1ccco1`?
NadD block: -7; Tb MetRS inh: -1.4; Scp1 inh: -17; STEP block: 1; LMPTP inh: 0.6; Neddyl block: inactive; DNMT1 block: -3; CendR NRP1 mod: -12; SKN-1 block: 0; SUMO1-SIM PPI: 1

Results for Nc1nonc1C(=O)NCCNCc1c(OCc2ccccc2F)ccc2ccccc12 ?
NadD block: 6; Tb MetRS inh: 1.1; Scp1 inh: 11; STEP block: 6; LMPTP inh: -1.4; Neddyl block: inactive; DNMT1 block: 3; CendR NRP1 mod: 4; SKN-1 block: 25; SUMO1-SIM PPI: -7

Results for CCS(=O)(=O)CCSc1nc2ccccc2o1 ?
NadD block: 3; Tb MetRS inh: -0.6; Scp1 inh: -1; STEP block: 0; LMPTP inh: 0.0; Neddyl block: inactive; DNMT1 block: 0; CendR NRP1 mod: 10; SKN-1 block: -7; SUMO1-SIM PPI: -2

What do the screens show for `O=C1NC2(CCCCCC2)N=C1c1ccc(F)cc1`?
NadD block: 1; Tb MetRS inh: -0.4; Scp1 inh: -13; STEP block: -1; LMPTP inh: -1.8; Neddyl block: inactive; DNMT1 block: 1; CendR NRP1 mod: 3; SKN-1 block: 21; SUMO1-SIM PPI: -2

Results for CC1Cc2ccccc2N1S(=O)(=O)c1cccc(C(=O)N2CCCCC2)c1 (stereo not drawn) ?
NadD block: -1; Tb MetRS inh: -0.1; Scp1 inh: -4; STEP block: -1; LMPTP inh: 0.5; Neddyl block: inactive; DNMT1 block: 3; CendR NRP1 mod: 3; SKN-1 block: -2; SUMO1-SIM PPI: 5

Results for COCCn1c(SCC(=O)Nc2nnc(C)s2)nnc1-c1c[nH]c2ccccc12 ?
NadD block: 4; Tb MetRS inh: 0.7; Scp1 inh: -3; STEP block: 0; LMPTP inh: -1.2; Neddyl block: inactive; DNMT1 block: 0; CendR NRP1 mod: -2; SKN-1 block: -7; SUMO1-SIM PPI: 3

What do the screens show for `COc1cc2c(=O)n(-c3ccc(C)cc3)c(=O)n(CC(=O)c3ccc4c(c3)OCO4)c2cc1OC`?
NadD block: -1; Tb MetRS inh: -0.9; Scp1 inh: -13; STEP block: -1; LMPTP inh: 0.0; Neddyl block: inactive; DNMT1 block: -5; CendR NRP1 mod: 3; SKN-1 block: 12; SUMO1-SIM PPI: 1

What do the screens show for `COc1ccc(C)cc1NC(=O)C1CC(=O)N(Cc2ccco2)C1` (stereo not drawn)?
NadD block: -4; Tb MetRS inh: 0.0; Scp1 inh: 3; STEP block: 3; LMPTP inh: -0.7; Neddyl block: inactive; DNMT1 block: -1; CendR NRP1 mod: -3; SKN-1 block: -9; SUMO1-SIM PPI: 2

How did N=c1sc2ccccc2n1-c1ccccc1 do in these assays?
NadD block: 4; Tb MetRS inh: 0.6; Scp1 inh: -6; STEP block: -1; LMPTP inh: 2.0; Neddyl block: inactive; DNMT1 block: 7; CendR NRP1 mod: -48; SKN-1 block: 1; SUMO1-SIM PPI: -1

How did CC(C)=NOc1nc(N(C)C)nc(N(C)C)n1 do in these assays?
NadD block: 0; Tb MetRS inh: -1.1; Scp1 inh: -1; STEP block: -7; LMPTP inh: -1.4; Neddyl block: inactive; DNMT1 block: 7; CendR NRP1 mod: 14; SKN-1 block: 2; SUMO1-SIM PPI: 0

What do the screens show for `COC(=O)c1ccc(Cn2cc(C(F)(F)F)ccc2=O)cc1`?
NadD block: -1; Tb MetRS inh: 0.7; Scp1 inh: -10; STEP block: -1; LMPTP inh: 0.1; Neddyl block: inactive; DNMT1 block: 1; CendR NRP1 mod: 0; SKN-1 block: 6; SUMO1-SIM PPI: 4

Results for O=C(COC(=O)/C=C/c1ccccc1)NCCc1ccc(F)cc1 ?
NadD block: -1; Tb MetRS inh: 0.1; Scp1 inh: -8; STEP block: -2; LMPTP inh: 0.1; Neddyl block: inactive; DNMT1 block: 0; CendR NRP1 mod: 6; SKN-1 block: 11; SUMO1-SIM PPI: -1

Results for CC[C@@]1(C(=O)OC)N[C@H](CN(C)C(=O)Nc2ccc(OC)cc2)[C@@H]2C(=O)N(C)C(=O)[C@@H]21 ?
NadD block: -5; Tb MetRS inh: -1.0; Scp1 inh: -8; STEP block: 4; LMPTP inh: -2.3; Neddyl block: inactive; DNMT1 block: -2; CendR NRP1 mod: 7; SKN-1 block: -7; SUMO1-SIM PPI: -1

Results for Cc1ccc(S(=O)(=O)CNC(=S)c2ccc3ccccc3c2)cc1 ?
NadD block: -3; Tb MetRS inh: -0.2; Scp1 inh: -11; STEP block: -1; LMPTP inh: 2.8; Neddyl block: inactive; DNMT1 block: 9; CendR NRP1 mod: 3; SKN-1 block: 1; SUMO1-SIM PPI: -15

How did Cc1cccc(NC(=S)N(CCN(C)C)Cc2cc3cc(C)cc(C)c3[nH]c2=O)c1 do in these assays?
NadD block: 0; Tb MetRS inh: -0.4; Scp1 inh: 0; STEP block: 3; LMPTP inh: 0.5; Neddyl block: inactive; DNMT1 block: -4; CendR NRP1 mod: -3; SKN-1 block: -1; SUMO1-SIM PPI: -3

Results for CN(CC1CCCN(CCc2ccc(Cl)cc2)C1)C(=O)c1ccco1 (stereo not drawn) ?
NadD block: -3; Tb MetRS inh: -0.1; Scp1 inh: 0; STEP block: -3; LMPTP inh: 1.3; Neddyl block: inactive; DNMT1 block: 2; CendR NRP1 mod: -4; SKN-1 block: -1; SUMO1-SIM PPI: 4

Results for CCOc1ccc(-n2c(SCc3ccc([N+](=O)[O-])cc3)nnc2-c2ccccc2)cc1 ?
NadD block: 13; Tb MetRS inh: -0.2; Scp1 inh: 6; STEP block: 0; LMPTP inh: 8.3; Neddyl block: inactive; DNMT1 block: -2; CendR NRP1 mod: -1; SKN-1 block: 3; SUMO1-SIM PPI: -12

What do the screens show for `CN(C1CCCCC1)S(=O)(=O)c1ccc2c(c1)c(=O)c(C(=O)NCCN1CCCC1)cn2C`?
NadD block: -2; Tb MetRS inh: -0.7; Scp1 inh: 7; STEP block: 0; LMPTP inh: 1.8; Neddyl block: inactive; DNMT1 block: 3; CendR NRP1 mod: -20; SKN-1 block: 2; SUMO1-SIM PPI: -2

Copied from the listing for reference:
How did Cc1cccc(NC(=S)N(CCN(C)C)Cc2cc3cc(C)cc(C)c3[nH]c2=O)c1 do in these assays?
NadD block: 0; Tb MetRS inh: -0.4; Scp1 inh: 0; STEP block: 3; LMPTP inh: 0.5; Neddyl block: inactive; DNMT1 block: -4; CendR NRP1 mod: -3; SKN-1 block: -1; SUMO1-SIM PPI: -3

Results for CN(CC1CCCN(CCc2ccc(Cl)cc2)C1)C(=O)c1ccco1 (stereo not drawn) ?
NadD block: -3; Tb MetRS inh: -0.1; Scp1 inh: 0; STEP block: -3; LMPTP inh: 1.3; Neddyl block: inactive; DNMT1 block: 2; CendR NRP1 mod: -4; SKN-1 block: -1; SUMO1-SIM PPI: 4

Results for CCOc1ccc(-n2c(SCc3ccc([N+](=O)[O-])cc3)nnc2-c2ccccc2)cc1 ?
NadD block: 13; Tb MetRS inh: -0.2; Scp1 inh: 6; STEP block: 0; LMPTP inh: 8.3; Neddyl block: inactive; DNMT1 block: -2; CendR NRP1 mod: -1; SKN-1 block: 3; SUMO1-SIM PPI: -12

What do the screens show for `CN(C1CCCCC1)S(=O)(=O)c1ccc2c(c1)c(=O)c(C(=O)NCCN1CCCC1)cn2C`?
NadD block: -2; Tb MetRS inh: -0.7; Scp1 inh: 7; STEP block: 0; LMPTP inh: 1.8; Neddyl block: inactive; DNMT1 block: 3; CendR NRP1 mod: -20; SKN-1 block: 2; SUMO1-SIM PPI: -2
